Mcl1-Noxa inh – Mcl-1/Noxa binding inhibitors, primary screen, biochemical, TR-FRET, 1536-well; 1.5% of 220,000 active; inhibition, % at 21.7 µM; TR-FRET Mcl-1/Noxa peptide binding, 2 h; Induced myeloid leukemia cell differentiation protein Mcl-1 (Homo sapiens), Q07820;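 active means compounds that cut the protein-peptide binding signal by more than 50% relative to plate controls in a single-dose test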;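 further: His-tagged Mcl-1 with rhodamine Noxa BH3 peptide and terbium anti-His antibody; 0% = Mcl-1 plus Noxa peptide wells and 100% = peptide-only wells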
Rac1 mut GTP – GTP binding modulators of activated mutant Rac1, primary screen, biochemical, bead-based flow cytometry, multiplex, fluorescent GTP; Ras-related C3 botulinum toxin substrate 1 (Homo sapiens), P63000; GST-Rac1 activated beads; actives lie on both sides; 100% means binding = to untreated wells; percent activity (GTP binding), % at 10 µM; 0.11% of 190,000 active; AID 764, 2007;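 active means GTP binding at least 20 percentage points away from the 100% baseline, in either direction, so actives lie on both sides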
Rab2 wt GTP – modulators of GTP binding to Rab2A wildtype, primary screen, biochemical, dog, bead-based flow cytometry, multiplex; Ras-related protein Rab-2A (Canis lupus familiaris), P61105; AID 760, 2007; 0.19% of 190,000 active; GST-Rab2 wt beads, Bodipy-GTP binding; GTP binding activity, % at 10 µM;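 active means GTP binding activity at least 20 points away from 100%, either lowered or raised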;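 further: 0% = beads with excess unlabeled GTP and 100% = no-compound control corrected for plate trend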
HRas wt GTP – modulators of GTP binding to HRas wildtype, primary screen, biochemical, bead-based flow cytometry, multiplex | GTP binding activity, % at 10 µM | GTPase HRas (Homo sapiens), P01112 | AID 759, 2007 | GST-Ras wt beads, Bodipy-FL-GTP binding; actives lie on both sides | 0.14% of 190,000 active;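 active means GTP binding activity at least 20% away from the 100% baseline, either lowered as inhibitor or raised as activator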;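 further: 0% = unlabeled GTP competition control and 100% = no-compound control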
Target sequence (P01112 whole entry, looked up): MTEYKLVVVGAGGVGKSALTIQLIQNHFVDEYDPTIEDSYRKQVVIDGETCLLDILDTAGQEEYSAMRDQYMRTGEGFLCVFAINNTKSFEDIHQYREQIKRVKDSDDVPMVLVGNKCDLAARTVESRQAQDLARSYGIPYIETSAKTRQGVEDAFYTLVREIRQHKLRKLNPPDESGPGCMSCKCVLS
Pf gamet viab – late stage P. falciparum gametocyte viability inhibitors, primary screen, ATP luminescence, HTS | P. falciparum stage V gametocytes, 24 h | AID 743093, 2013 | 0.065% of 150,000 active | inhibition, % at 10.9 µM;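 active means inhibition above the mean plus 3 SD of compounds within the control limits, set per campaign, cut at about 38% in these data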;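 further: 0% = DMSO wells and 100% = medium only without gametocytes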
ABCG2 inh – ABCG2 efflux pump inhibitors, primary screen, multiplex with ABCB1, IgMXP3 cells, flow cytometry; 0.1% of 190,000 active; JC-1 efflux; inhibition, % at 6.6 µM; Broad substrate specificity ATP-binding cassette transporter ABCG2 (Homo sapiens), Q9UNQ0;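 active means inhibition above 80%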;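 further: 0% = DMSO and 100% = nicardipine control wells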
Target sequence (Q9UNQ0 whole entry, looked up): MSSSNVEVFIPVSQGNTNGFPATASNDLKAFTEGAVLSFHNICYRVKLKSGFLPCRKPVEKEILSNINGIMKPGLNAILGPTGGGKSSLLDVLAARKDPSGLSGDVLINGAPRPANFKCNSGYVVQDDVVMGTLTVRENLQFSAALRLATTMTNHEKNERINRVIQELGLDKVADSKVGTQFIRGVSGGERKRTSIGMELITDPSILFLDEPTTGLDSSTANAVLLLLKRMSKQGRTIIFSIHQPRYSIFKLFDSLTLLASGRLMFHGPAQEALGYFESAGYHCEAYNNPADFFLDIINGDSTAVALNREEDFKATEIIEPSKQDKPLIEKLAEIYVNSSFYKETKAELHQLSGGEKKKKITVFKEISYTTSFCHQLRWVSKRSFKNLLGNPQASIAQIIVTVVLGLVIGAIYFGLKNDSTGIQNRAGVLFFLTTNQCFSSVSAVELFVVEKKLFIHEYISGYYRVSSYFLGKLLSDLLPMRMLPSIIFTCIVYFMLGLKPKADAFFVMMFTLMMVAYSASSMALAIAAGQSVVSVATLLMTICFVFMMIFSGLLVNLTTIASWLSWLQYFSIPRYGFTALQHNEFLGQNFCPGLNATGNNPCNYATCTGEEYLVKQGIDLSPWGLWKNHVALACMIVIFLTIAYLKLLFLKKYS
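Measure – % inhibition of efflux relative to nicardipine and DMSO · Test system – ABCG2 IgMXP3 and barcoded ABCB1 CCRF-Adr cell mix · Control set – nicardipine as high control, DMSO as low control · Compound – one concentration, 6.6 µM final · Signal – flow cytometry of retained JC-1 fluorescence · Timing – 10 min exposure at 25 °C with rotation, no wash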
ABCB1 inh – ABCB1 efflux pump inhibitors, primary screen, cell-based, multiplex, flow cytometry, ABCG2 counter-screen | 0.067% of 190,000 active | inhibition, % at 6.6 µM | CCRF-Adr cells, JC-1 efflux | ATP-dependent translocase ABCB1 (Homo sapiens), P08183; in the data active means inhibition above about 40%;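 further: 0% = vehicle and 100% = reference inhibitor; higher value means more JC-1 retained so stronger ABCB1 efflux block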
Cdc42 wt – modulators of GTP binding to wildtype Cdc42, primary screen, biochemical, multiplex bead flow cytometry, Bodipy-GTP | percent activity (GTP binding), % at 10 µM | Cell division control protein 42 homolog (Homo sapiens), P60953 | 0.2% of 190,000 active | GST-Cdc42 beads; actives lie on both sides;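 active means percent activity GTP binding at least 20 points away from the 100% baseline, either down as inhibitor or up as activator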;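 further: median bead fluorescence of bound Bodipy-FL-GTP at 100 nM; 0% = excess unlabeled GTP control and 100% = no compound control; below 100% means less GTP binding so inhibitor and above means activator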
Target sequence (P60953 whole entry, looked up): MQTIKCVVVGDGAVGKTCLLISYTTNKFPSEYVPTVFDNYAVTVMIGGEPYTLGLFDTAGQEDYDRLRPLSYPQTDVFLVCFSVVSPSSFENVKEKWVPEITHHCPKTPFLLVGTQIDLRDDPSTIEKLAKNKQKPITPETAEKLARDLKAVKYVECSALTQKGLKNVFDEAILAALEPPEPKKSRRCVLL
Rab7 wt modul – modulators of GTP binding to Rab7, primary screen, biochemical, wildtype, multiplex bead flow cytometry | 0.055% of 190,000 active | AID 758, 2007 | GTP binding activity (percent of control), % at 10 µM | GST-Rab7 beads, fluorescent GTP binding; actives lie on both sides; untreated = 100%, excess cold GTP = 0%;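 active means fluorescent GTP binding to Rab7 beads changed by at least 20 points from the 100% baseline, either direction, mostly lower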;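 further: median green fluorescence of bound Bodipy-FL-GTP per Rab7 bead population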
Rac1 wt modul – wildtype Rac1 GTP binding modulators, primary screen, biochemical, GST-Rac1 beads, flow cytometry, multiplex; Ras-related C3 botulinum toxin substrate 1 (Homo sapiens), P63000; fluorescent GTP binding; actives lie on both sides; 0 = cold GTP competed, 100 = untreated; GTP binding activity (% of control), % at 10 µM; 0.27% of 190,000 active; AID 757, 2007;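 active means GTP binding activity at least 20 points away from the 100% control level, either lower or higher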
Avidin bead fluor – green autofluorescence of compounds with avidin beads – biophysical, 488/530 nm, flow cytometry, artefact control, profiling panel; compound fluorescence 488/530 nm; hits give high values; fluorescence (KMESF) at 10 µM; 0.38% of 220,000 active; AID 1775, 2009; in the data active means fluorescence above about 47; further: inactives centre near 10
Active calls of the source: *; · = not tested or not shown. An unsorted share of the library. Share with any hit: about 2.3%.

compound | Mcl1-Noxa inh | Rac1 mut GTP | Rab2 wt GTP | HRas wt GTP | Pf gamet viab | ABCG2 inh | ABCB1 inh | Cdc42 wt | Rab7 wt modul | Rac1 wt modul | Avidin bead fluor
COc1ccc(NC(=O)c2cnn3c(C(F)(F)F)cc(-c4ccco4)nc23)cc1OC | 11.0 | 97.0 | 94.0 | 96.0 | -1.0 | 38.6 | 4.0 | 99.0 | 99.0 | 91.0 | 20
CN(c1ncc(C(F)(F)F)cc1Cl)n1cc(C(N)=O)c2ccccc2c1=O | 23.1 | 99.0 | 103.0 | 103.0 | · | 1.0 | 0.6 | 101.0 | 104.0 | 101.0 | 11
O=C(CN1C(=O)CCC1=O)Nc1cccc2c1C(=O)NC2=O | 7.1 | 93.0 | 99.0 | 101.0 | -21.9 | 1.3 | 0.6 | 99.0 | 106.0 | 99.0 | 8
O=C1NCCN(Cc2ccc(Cl)c(F)c2)C1CC(=O)N1CCCCO1 (centres undefined) | 11.7 | 96.0 | 99.0 | 99.0 | 6.4 | -0.5 | -0.6 | 98.0 | 106.0 | 97.0 | 10
COc1ccc(N=c2scc(-c3ccc(S(=O)(=O)N4CCOCC4)cc3)n2CCCO)cc1 | 34.5 | 97.0 | 97.0 | 99.0 | · | 52.2 | 3.0 | 100.0 | 97.0 | 105.0 | 34
c1ccc(Nc2nc(-c3cccnc3)cs2)nc1 | 1.3 | 91.0 | 91.0 | 95.0 | · | 7.3 | 0.7 | 94.0 | 97.0 | 91.0 | 8
CCOc1ccc(/C=N/Nc2ccc(C(F)(F)F)cc2[N+](=O)[O-])cc1O | 26.7 | 94.0 | 94.0 | 93.0 | 14.6 | 17.1 | -0.3 | 94.0 | 97.0 | 98.0 | 4
Cc1cc(C)c(S(=O)(=O)c2cccc(Cl)c2)c(Cl)n1 | -4.5 | 91.0 | 90.0 | 91.0 | -6.0 | 2.9 | 0.5 | 89.0 | 96.0 | 89.0 | 20
COc1ccccc1N1CCN(C2CCN(S(=O)(=O)c3ccc(NC(C)=O)cc3)CC2)CC1 | 10.7 | 98.0 | 101.0 | 99.0 | · | 2.8 | 1.8 | 102.0 | 103.0 | 100.0 | 4
CN(C)/C=C(\C#N)C(=O)Nc1ccc(O)cc1F | 19.9 | 97.0 | 98.0 | 98.0 | -12.3 | 6.9 | 3.5 | 101.0 | 98.0 | 98.0 | 7
CC1SC(c2ccccc2)N(CC(O)c2ccc([N+](=O)[O-])cc2)C1=O (centres undefined) | -3.3 | 99.0 | 100.0 | 100.0 | -7.4 | 2.3 | 1.1 | 98.0 | 103.0 | 100.0 | 11
Cc1cccc(OCCCC(=O)Nc2ccc(S(=O)(=O)Nc3onc(C)c3C)cc2)c1C | -3.2 | 98.0 | 98.0 | 97.0 | 19.0 | -5.8 | -0.8 | 100.0 | 98.0 | 102.0 | 15
CCCCn1nc2cc(C(=O)NC[C@@H]3CCCO3)ccc2c1OCC | 11.8 | 101.0 | 104.0 | 103.0 | · | 9.9 | 1.0 | 108.0 | 96.0 | 103.0 | 9
Cc1cc(=O)oc2cc(OC(=O)c3cncc(Br)c3)ccc12 | 21.9 | 92.0 | 96.0 | 94.0 | -10.9 | 6.2 | 0.2 | 100.0 | 92.0 | 96.0 | 8
COc1ccc(OC)c(/C=N/NC(=O)c2ccc(Cn3cc([N+](=O)[O-])cn3)o2)c1 | 4.8 | 92.0 | 78.0* | 82.0 | 15.7 | 0.1 | 0.3 | 91.0 | 87.0 | 81.0 | 2

Brought forward from above: two compounds, then new ones.
compound | Mcl1-Noxa inh | Rac1 mut GTP | Rab2 wt GTP | HRas wt GTP | Pf gamet viab | ABCG2 inh | ABCB1 inh | Cdc42 wt | Rab7 wt modul | Rac1 wt modul | Avidin bead fluor
Cc1cc(=O)oc2cc(OC(=O)c3cncc(Br)c3)ccc12 | 21.9 | 92.0 | 96.0 | 94.0 | -10.9 | 6.2 | 0.2 | 100.0 | 92.0 | 96.0 | 8
COc1ccc(OC)c(/C=N/NC(=O)c2ccc(Cn3cc([N+](=O)[O-])cn3)o2)c1 | 4.8 | 92.0 | 78.0* | 82.0 | 15.7 | 0.1 | 0.3 | 91.0 | 87.0 | 81.0 | 2
CCC1CCCCN1C(=O)CSc1nc(C)cc(C)n1 (centres undefined) | 13.7 | 96.0 | 99.0 | 97.0 | 4.2 | -0.4 | -0.4 | 96.0 | 97.0 | 99.0 | 10
Cc1csc(NC(=O)c2cc3c(s2)CCCCC3)n1 | 11.4 | 103.0 | 102.0 | 105.0 | 2.9 | 3.9 | 0.7 | 106.0 | 102.0 | 104.0 | 39
COc1cc(/C=C/c2c([N+](=O)[O-])c(=O)n(C)c(=O)n2C)cc(OC)c1OC | 4.7 | 101.0 | 103.0 | 103.0 | 24.4 | 3.4 | 0.2 | 100.0 | 103.0 | 102.0 | 9
Cc1nnc(SCC(=O)NC(C)(C)C)n1NCc1c(F)cccc1Cl | -4.4 | 93.0 | 96.0 | 98.0 | -14.5 | 4.9 | 0.0 | 97.0 | 102.0 | 97.0 | 11
O=C1Nc2ccc(S(=O)(=O)N3CCOCC3)c3cccc1c23 | 15.6 | 100.0 | 99.0 | 99.0 | -3.4 | -0.9 | -0.2 | 101.0 | 97.0 | 105.0 | 7
COc1ccc(CC(=O)NCc2ccc3c(c2)OCO3)cc1 | 1.3 | 97.0 | 98.0 | 100.0 | -61.6 | 0.0 | 0.0 | 97.0 | 100.0 | 103.0 | 7
CCNC(=S)NNC(=O)c1cc(-c2cc(C)ccc2C)nc2ccccc12 | -53.3 | 94.0 | 101.0 | 101.0 | · | 3.1 | 0.5 | 99.0 | 103.0 | 96.0 | ·
COc1ccc(-c2noc(CCC(=O)NCCCN3CCN(c4ccc(F)cc4)CC3)n2)cc1 | 13.0 | 98.0 | 101.0 | 102.0 | -12.4 | 10.6 | 2.7 | 100.0 | 104.0 | 103.0 | 10
Cc1ccc(/C=C2\NC(=S)NC2=O)cc1[N+](=O)[O-] | 5.4 | 103.0 | 102.0 | 101.0 | -15.2 | 1.3 | -0.3 | 101.0 | 97.0 | 99.0 | 11
CCN(Cc1ccncc1)C(=O)c1ccccc1NS(=O)(=O)c1ccc(F)cc1 | 18.4 | 95.0 | 97.0 | 96.0 | -7.7 | 2.3 | 0.4 | 99.0 | 100.0 | 97.0 | 12
CC1Cc2ccccc2N1C(=O)CSc1nc(N)cc(=O)[nH]1 (centres undefined) | 7.9 | 94.0 | 95.0 | 96.0 | · | -0.3 | -0.1 | 95.0 | 92.0 | 96.0 | 14
C/C(CC(=O)N1CCN(C=O)CC1)=N\NC(=O)c1cc2ccccc2cc1O | 11.6 | 100.0 | 97.0 | 100.0 | -0.2 | -14.5 | -1.7 | 102.0 | 99.0 | 106.0 | 13
CCc1ccc(NC(=S)N(Cc2cccc(Br)c2)CC2CCC(C(=O)O)CC2)cc1 (centres undefined) | 2.6 | 94.0 | 99.0 | 95.0 | · | 0.6 | -0.2 | 95.0 | 104.0 | 102.0 | 8
CCCOC(=O)c1ccc(NC(=O)CCOc2ccccc2)cc1 | 3.4 | 99.0 | 102.0 | 101.0 | -4.3 | 0.9 | 0.2 | 101.0 | 102.0 | 107.0 | 6
O=C1CC(/C=C/c2ccccn2)=Nc2ccccc2N1 | 2.2 | 95.0 | 102.0 | 96.0 | 5.9 | 1.9 | 0.0 | 99.0 | 110.0 | 100.0 | 9
CC(C)[C@@H]1CC[C@@H](C)c2c(-c3ccccc3)n[nH]c21 | 25.3 | 101.0 | 99.0 | 100.0 | · | 5.7 | 0.6 | 103.0 | 97.0 | 104.0 | 32
O=C(CCN1CCCCCC1)c1ccccc1 | 6.4 | 102.0 | 99.0 | 99.0 | · | 1.2 | 0.3 | 100.0 | 100.0 | 104.0 | 5
CCOc1ccccc1NC(=O)C(OC(=O)c1ccccc1O)c1ccccc1 (centres undefined) | -13.0 | 99.0 | 97.0 | 102.0 | 23.1 | 21.6 | 0.6 | 102.0 | 103.0 | 99.0 | 7
CCN1C2=C(C(=O)CCC2)C(c2ccc(O)c(Br)c2)C2=C1CCCC2=O | 4.8 | 101.0 | 104.0 | 103.0 | -17.1 | 1.5 | 0.2 | 103.0 | 102.0 | 105.0 | 14
O=C(Nc1ccccc1C(F)(F)F)N1CCC(n2c(=O)[nH]c3ccccc32)CC1 | 8.1 | 98.0 | 102.0 | 99.0 | · | -5.8 | -0.1 | 99.0 | 97.0 | 104.0 | 33
CCOc1ncccc1C(=O)OC(C)C(=O)NC(=O)NC1CCCCC1 (centres undefined) | 15.4 | 96.0 | 97.0 | 97.0 | -13.6 | 13.7 | 3.1 | 96.0 | 97.0 | 92.0 | 7
Cc1cc(C)n2ncc(S(=O)(=O)c3ccccc3)c2n1 | 17.2 | 96.0 | 100.0 | 96.0 | -36.7 | -0.8 | 0.0 | 97.0 | 106.0 | 98.0 | 9
Cc1ccccc1CN1CCc2c(OCC(=O)N3CCCc4ccccc43)cccc2C1=O | 8.3 | 96.0 | 96.0 | 97.0 | · | 51.8 | 47.4* | 96.0 | 97.0 | 101.0 | 8
COc1cccc(CNC(=O)c2ccccc2N)c1 | 11.4 | 98.0 | 98.0 | 100.0 | -35.2 | 2.0 | 0.2 | 101.0 | 98.0 | 97.0 | 36
Cc1ccc(NC(=O)CCCC(=O)O)c(Br)c1 | 7.2 | 101.0 | 107.0 | 105.0 | -2.2 | 8.9 | 0.3 | 108.0 | 105.0 | 109.0 | 27
Cc1cc(C)n2nc(CC(=O)NC3CCCCCC3)nc2n1 | -4.2 | 101.0 | 100.0 | 104.0 | · | 2.2 | 0.5 | 111.0 | 101.0 | 112.0 | 25
Cc1cccc(NC(=O)/C(=C\c2ccc([N+](=O)[O-])o2)NC(=O)c2ccc(Cl)cc2)c1 | 29.4 | 98.0 | 100.0 | 101.0 | -36.1 | -4.4 | -1.1 | 101.0 | 101.0 | 103.0 | 12

Compound activity: PubChem, several laboratories
